# From PubChem
# LYPLA1 counter: counter-screen for PME1 inhibitors: inhibitors of human LYPLA1; O75608; recombinant LYPLA1, FP-Rh probe fluorescence polarization; inhibition, % at 5.9 µM; actives 0.16% (n = 320,000); AID 2174;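 active = inhibition above the mean of all tested compounds plus 3 SD, set per campaign, cut at about 14% in these data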;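 note: inhibitors block serine hydrolase probe labeling of LYPLA1 so polarization falls; 0% = enzyme with DMSO and 100% = wells lacking LYPLA1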
# LYPLA2 inh: counter-screen for PME1 inhibitors: inhibitors of human LYPLA2; O95372; recombinant LYPLA2, FP-Rh probe fluorescence polarization; inhibition, % at 5.9 µM; actives 0.38% (n = 320,000);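 active = inhibition above the screen-wide mean plus 3 SD, limit set per campaign, cut at about 26% in these data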;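 note: 0% = LYPLA2 with DMSO and 100% = wells lacking LYPLA2 enzyme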
# ZTA counter: counter-screen for EBNA-1 inhibitors: inhibitors of Epstein-Barr virus ZTA | ZTA-DNA binding, fluorescence polarization | actives 0.15% (n = 320,000) | P03206 | inhibition, % at 11 µM; in the data active = inhibition above about 33%
# PAFAH1B3 FP inh: blocks human PAF acetylhydrolase 1B catalytic subunit 3 | Q15102 | AID 492972 | inhibition, % at 3.39 µM | recombinant PAFAH1B3, FP-rhodamine probe, fluorescence polarization | actives 0.28% (n = 340,000);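 active = inhibition above the screen-wide average of all tested compounds plus 3 SD, cut at about 25% in these data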;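 note: 0% = enzyme with DMSO only and 100% = wells lacking PAFAH1B3 protein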
# Target sequence (Q15102 whole entry, looked up): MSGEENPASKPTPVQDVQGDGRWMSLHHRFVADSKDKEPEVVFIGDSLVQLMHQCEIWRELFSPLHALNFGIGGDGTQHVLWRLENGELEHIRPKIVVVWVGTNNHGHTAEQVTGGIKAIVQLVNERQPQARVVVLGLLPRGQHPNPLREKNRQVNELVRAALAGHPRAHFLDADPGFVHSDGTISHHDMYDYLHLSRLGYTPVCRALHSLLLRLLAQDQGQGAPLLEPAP
# PREPL inh: human PREPL enzyme inhibition | recombinant PREPL, fluorescence polarization activity-based probe | inhibition, % at 5.96 µM | actives 0.68% (n = 320,000) | AID 2751; in the data active = inhibition above about 43%;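 note: 0% = enzyme with DMSO and 100% = wells lacking enzyme; many of its hits are not listed in these tables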
# PAD4 inh: inhibitors of human PAD4; inhibition, % at 6.36 µM; AID 485272; actives 0.41% (n = 330,000); recombinant PAD4, RCA probe fluorescence polarization;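 active = percent inhibition above a cutoff equal to the mean of all tested compounds plus 3 SD, cut at about 15% in these data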;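 note: 0% = PAD4 with RCA probe and DMSO and 100% = probe without PAD4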
# Target sequence (Q9UM07 whole entry, looked up): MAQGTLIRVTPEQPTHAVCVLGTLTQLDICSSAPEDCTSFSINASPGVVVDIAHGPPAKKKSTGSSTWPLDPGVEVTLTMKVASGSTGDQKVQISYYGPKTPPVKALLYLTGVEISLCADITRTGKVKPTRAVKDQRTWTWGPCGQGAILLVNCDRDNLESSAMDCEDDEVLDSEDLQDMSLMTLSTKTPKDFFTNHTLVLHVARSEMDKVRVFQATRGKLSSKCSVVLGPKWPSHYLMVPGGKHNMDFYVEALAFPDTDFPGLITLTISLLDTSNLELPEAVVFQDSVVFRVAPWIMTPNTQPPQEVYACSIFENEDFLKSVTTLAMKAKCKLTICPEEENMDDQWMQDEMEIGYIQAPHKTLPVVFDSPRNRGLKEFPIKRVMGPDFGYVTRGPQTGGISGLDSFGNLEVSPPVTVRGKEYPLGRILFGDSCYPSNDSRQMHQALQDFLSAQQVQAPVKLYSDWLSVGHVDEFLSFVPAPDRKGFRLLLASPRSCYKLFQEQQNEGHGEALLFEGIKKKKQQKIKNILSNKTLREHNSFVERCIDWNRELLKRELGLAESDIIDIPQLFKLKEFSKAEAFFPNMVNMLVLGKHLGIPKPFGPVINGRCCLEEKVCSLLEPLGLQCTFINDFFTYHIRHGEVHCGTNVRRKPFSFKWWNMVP
# GSTO1 counter: GSTO1 inhibition, counter-screen for RBBP9 inhibitors; actives 1.1% (n = 300,000); AID 1974; inhibition, % at 5.96 µM; P78417; recombinant GSTO1, activity-based probe fluorescence polarization;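 active = inhibition above the campaign mean inhibition plus 3 SD, cut at about 35% in these data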;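 note: 0% = GSTO1-1 with DMSO and 100% = wells lacking GSTO1-1 enzyme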
# PAFAH2 inh: inhibitors of human PAFAH2 | Q99487 | recombinant PAFAH2, FP-rhodamine activity probe, fluorescence polarization | inhibition, % at 3.39 µM | actives 0.99% (n = 340,000) | AID 492956;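 active = inhibition above the mean over all tested compounds plus 3 SD, cut at about 30% in these data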;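 note: inhibitors block probe labeling of enzyme so polarization drops; 0% = enzyme with DMSO and 100% = wells lacking PAFAH2 protein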
# EBNA-1 inh: blocks EBNA-1 binding to DNA | EBNA-1 DNA binding, fluorescence polarization | inhibition, % at 14.8 µM | actives 0.34% (n = 300,000); in the data active = inhibition above about 28%
# An asterisk follows results filed as active; / = not tested or not shown. An excerpt. The share of hits here may be higher or lower than overall.
SMILES,LYPLA1 counter,LYPLA2 inh,ZTA counter,PAFAH1B3 FP inh,PREPL inh,PAD4 inh,GSTO1 counter,PAFAH2 inh,EBNA-1 inh
CCCN1C(=O)COc2ccc(-c3n[nH]c(=O)c4ccccc34)cc21,0,8,4,3,7,-1,-4,2,-16
Cc1ccc2nc(-c3ccc(NC(=O)COC(=O)c4ccco4)cc3)sc2c1,-9,-16,19,-12,2,-3,-1,16,21
CCOc1ccc(N/C(=C(/C(Cl)=C(Cl)Cl)[N+](=O)[O-])n2cncn2)cc1,-1,0,23,/,0,-4,17,/,5
C=CCN1C(=O)C2(C(C(=O)c3ccc(C)o3)=C(O)C(=O)N2CCCN2CCOCC2)c2ccccc21 (stereo not drawn),1,-3,5,12,8,-2,6,5,4
CCCCc1nc(N)c(C#N)c(-c2ccco2)c1CCC,-2,-1,-1,3,7,0,8,0,-1
NC(=O)C1CCN(CC(=O)Nc2ccccc2C(=O)NC2CC2)CC1,2,3,-2,3,0,0,/,3,/
Cc1cc(NC(=O)CSc2nc(-c3ccccc3)cs2)no1,0,-2,0,9,-2,1,-5,6,-5
CC(C)(O)C#Cc1ccc(CN2CCCC(CO)(Cc3cccc(Cl)c3)C2)cc1 (stereo not drawn),-2,0,-34,1,-2,1,2,2,-15
CC(C(=O)Nc1ncccn1)(c1ccccc1)c1ccccc1,-1,0,8,5,8,-4,1,1,10
O=C1CCCN1CCCNc1nc2c(S(=O)(=O)c3ccc(Br)cc3)nnn2c2ccccc12,-1,4,-5,6,-9,-4,-11,-1,5
COc1ccccc1C(=O)N/N=C/C(C)=C/c1ccccc1,1,-4,-1,13,-10,-2,0,3,9
N#CNC(=Nc1ccc(F)cc1)SCc1ccccc1,-1,-2,9,5,-3,-2,3,1,2
CCCCOc1ccc(C(=O)NCC(=O)OCC(=O)N2CCN(S(=O)(=O)c3ccc(C)cc3C)CC2)cc1,0,-5,2,1,-1,-7,4,-3,-7
Oc1ccccc1-c1cc(C(F)(F)C(F)F)nc(-c2ccccc2)n1,1,-5,-15,12,0,-5,9,4,-11
N/C(CN1CCCC1=O)=N\OC(=O)c1ccc(Cl)cc1,1,-1,22,11,0,5,2,10,-11
Cn1c(SCc2nc(-c3ccc(Cl)cc3)no2)nnc1-c1ccccc1,0,3,8,3,-4,-7,31,1,3
NC(=O)N/N=C/c1ccc(-n2nncc2-c2ccc(Cl)cc2)cc1,-4,4,7,1,-16,1,-8,-3,-12
CCCCn1c(N)nc2ccccc21,4,6,-11,7,1,-3,-4,-5,-1
C/C(=N\Nc1nc(N2CCCCC2)nc(N2CCOCC2)n1)c1cccs1,-3,-7,0,4,9,-3,0,-1,-18
CCCC(CCC)c1nc2ccncc2[nH]1,-1,5,8,8,5,0,0,4,0
CCOC(=O)c1ccc(NC(=O)c2ccc(NS(C)(=O)=O)cc2)cc1,-1,-7,-6,0,32,-6,-6,1,-11
CC1NC(=O)NC1CCCCCC(=O)Nc1ccc(F)c(Cl)c1 (stereo not drawn),-1,2,1,1,0,-2,8,1,-1
Cc1cc(C)cc(CC2CC(=O)N(c3cc(C)on3)C2=O)c1 (stereo not drawn),-2,-4,4,0,0,0,-3,7,1
CCNC(=S)N1CCN(CCN=CC2=C(O)CC(c3ccco3)CC2=O)CC1 (stereo not drawn),-3,2,-9,-4,0,-4,2,-1,7
Fc1ccc2c(c1)C(c1ccc(N3CCOCC3)cc1)=NNC(c1cccs1)=N2,-1,3,-5,5,20,-1,11,9,5
O=C(O)c1ccc(S(=O)(=O)c2ccc(Sc3ccc(C(=O)O)c(C(=O)O)c3)cc2)cc1,-2,-4,4,7,10,-2,-6,6,-9
O=C(COC(=O)CCc1c[nH]c(=O)[nH]1)Nc1ccccc1,-1,-5,3,-1,-6,-3,11,34*,3
COc1cc(OC)c(OC)cc1CN1CCN(Cc2cccn2C)CC1,0,-4,-7,3,3,-1,7,3,3
CCOc1ccc(NC(=O)Cn2cncc2-c2ccc([N+](=O)[O-])cc2)cc1,2,4,5,1,-6,0,6,-3,-4
Cc1ccc(NC(=O)NCCCl)cc1S(=O)(=O)N1CCOCC1,0,-1,-7,5,8,2,3,-2,-2
Cc1nc(CCNC(=O)C2CCC(=O)N(Cc3cccc(F)c3)C2)sc1C (stereo not drawn),-2,0,9,3,-1,-5,3,8,15
CCc1ccc(NC(=O)[C@H](Cc2ccccc2)NC(=O)C2CCN(C(=O)[C@@H](N)CC(C)C)CC2)cc1,3,6,-2,6,8,1,-6,9,-2
CN(C(=O)Cc1ccccc1)n1cnnc1,-2,-3,0,4,2,-1,4,10,-3
CCN(CC(=O)Nc1c(F)cccc1F)C(=O)Cc1ccc2c(c1)OCCO2,0,7,-7,10,8,1,/,-4,/
O=C1NC(NS(=O)(=O)c2ccc(Cl)cc2)(C(F)(F)F)C(=O)N1c1ccccc1 (stereo not drawn),3,1,6,7,-2,2,2,9,-1
CC1(C)Cc2c(cnn2-c2ccc(F)cc2)C(NC(=O)CCN2CCCC2=O)C1 (stereo not drawn),-1,2,-7,2,5,2,2,3,3
COCCNC(=O)Cn1cnc2c(cnn2-c2ccc(C)cc2)c1=O,4,-1,-10,8,4,1,4,7,4
CC(=O)Nc1ccc(NC(=O)c2c([N+](=O)[O-])c(C(C)(C)C)nn2C)cc1,0,1,-21,-1,-1,0,0,3,-12
Cc1cc(NC(=O)Cc2cccs2)no1,-10,-12,17,10,6,-19,44*,35*,5
O=C(COc1ccccc1)NC(NC(=S)Nc1ccccc1O)C(Cl)(Cl)Cl (stereo not drawn),-2,0,2,9,-7,0,-6,8,3
CCOC(=O)Cn1c(=O)n(Cc2ccc(C)cc2)c(=O)c2cccnc21,-1,3,8,-14,-5,3,-3,-5,0
CCN(CC)CCN(C(=O)c1ccc2c(c1)CCCC2)c1nc2ccc(OC)cc2s1,2,2,-14,-3,1,2,17,-3,-6
COc1ccc(CCN2C(=O)CC(NNc3ccc([N+](=O)[O-])cc3)C2=O)cc1OC (stereo not drawn),1,51*,-5,5,1,0,-4,-2,-8
CC(C)Cc1oc(C(=O)O)cc1CN1CCOCC1,0,1,13,6,-2,-3,-1,-3,6
CN(C)C1=NCCN1CCc1cccc(F)c1,3,-5,5,10,1,-1,1,3,5
CCOC(=O)SC1=N/C(=C\c2ccc(N(C)C)cc2)C(=O)S1,-6,-11,-1,-8,10,-4,-1,-6,-3
NS(=O)(=O)c1ccc(S(=O)(=O)N(Cc2ccccc2F)CC2CCCO2)cc1 (stereo not drawn),2,2,8,3,-3,0,-6,-6,0
Cc1cc(N)ccc1N1CCCC1,22*,29*,5,9,57*,28*,73*,16,5
CC(C(=O)N1CCCC1)N(C)CC(=O)Nc1cccc(F)c1 (stereo not drawn),-1,2,-5,0,21,-4,/,3,/
COc1cc2c(cc1OC)CN(C(=O)c1cccc(S(=O)(=O)N3CCc4ccccc43)c1)CC2,1,5,-21,4,16,-7,/,8,/
COc1ccc(S(=O)(=O)N2CCCCCC2)cc1C(=O)N(C)Cc1ccccc1F,3,2,-4,-8,-2,-1,-3,-2,-1
CC(C)OC(=O)Cn1nc(C(c2ccccc2)c2ccccc2)oc1=O,-3,5,-3,3,-10,-4,5,3,-11
Cc1ccc(S(=O)(=O)N(C)C2(C)CCS(=O)(=O)C2)cc1 (stereo not drawn),0,3,11,4,6,-2,10,2,1
C[C@@H]1[C@H](O)C[C@@]23COC(=O)C2=CCC[C@@H]3[C@@]1(C)CC/C(=C/CO)CO,5,-1,-1,4,6,-8,-2,6,-12
COc1ccccc1N1CCN(CCCCN2C(=O)c3ccccc3C2=O)CC1,4,14,-13,13,12,-3,12,3,1
CC(=O)N1CCC2(CC1)C/C(=N\NC(=S)Nc1ccccc1C)c1cc(O)ccc1O2,17*,48*,-14,20,31,2,-31,8,-17
Cc1c(-c2ccccc2)nc2ccccc2c1C(=O)O,1,3,-2,9,15,3,-1,4,1
CC(C)c1ccc(N=C2NN=C(c3cccs3)CS2)cc1,-4,-4,-10,10,0,-21,-8,1,-6
O=C(NC12CC3CC(CC(C3)C1)C2)N(Cc1ccccc1)Cc1ccncc1,-1,1,4,5,-2,5,8,-1,-1
COc1ccc2[nH]cc(CCNC(C)=O)c2c1,0,1,-5,12,-7,-9,2,-13,-2

# Following part.
SMILES,LYPLA1 counter,LYPLA2 inh,ZTA counter,PAFAH1B3 FP inh,PREPL inh,PAD4 inh,GSTO1 counter,PAFAH2 inh,EBNA-1 inh
N#CCCN(C(=O)COC(=O)c1ccc2c(=O)n3c(nc2c1)CCC3)c1ccc(F)cc1,3,7,-2,3,10,-1,15,-4,12
Nc1cccc(-c2cn3cccnc3n2)c1,4,0,-2,10,8,-7,3,-9,2
Cc1cc(NC(=O)CC2CCCC2)n(-c2nc3ccccc3[nH]2)n1,0,0,-1,-6,11,1,-9,6,0
CCOC(=O)c1c(N)sc(C(=O)Nc2ccc3c(c2)OCO3)c1C,-2,4,8,3,15,4,0,0,3
NC(=O)N/N=C/c1sc(N2CCCCC2)nc1-c1cccs1,4,4,-2,-1,16,0,1,-2,4
Clc1nnc(N/N=C/c2ccccc2)c2ccccc12,-1,-3,-1,-3,20,1,-3,4,-8
COC(=O)c1ccc(-c2ccc(/C=N/NC(=O)Cc3nnc(N)s3)o2)cc1,-6,-9,7,11,6,0,5,43*,-5
O=C(COC(=O)c1ccc[nH]c1=O)NC1CCCCC1,3,-2,-6,2,1,-3,-7,-6,-3
Cc1cc(C)cc(NC(=O)c2c(C)nc3ccccn23)c1,0,-2,11,11,-3,-4,-6,6,-2
CC(=O)c1ccc(N(CC(=O)NC2CCCC2)C(=O)c2csnn2)cc1,1,0,-10,-3,3,-2,3,-9,-6
Cc1cc(C(=O)OCC(=O)NCCN2C(=O)CSC2=O)ccc1[N+](=O)[O-],/,/,/,14,11,-2,/,3,/
CCC(C)N(C(=O)COC(=O)COc1c(C)cc(C)cc1C)C1CCS(=O)(=O)C1 (stereo not drawn),-2,-4,3,-6,6,0,7,-7,1

# A second format for some results above.
molecule	LYPLA1 counter	LYPLA2 inh	ZTA counter	PAFAH1B3 FP inh	PREPL inh	PAD4 inh	GSTO1 counter	PAFAH2 inh	EBNA-1 inh
COC(=O)c1ccc(-c2ccc(/C=N/NC(=O)Cc3nnc(N)s3)o2)cc1	-6	-9	7	11	6	0	5	43*	-5
CCOC(=O)c1c(N)sc(C(=O)Nc2ccc3c(c2)OCO3)c1C	-2	4	8	3	15	4	0	0	3

# Next compounds follow:
SMILES,LYPLA1 counter,LYPLA2 inh,ZTA counter,PAFAH1B3 FP inh,PREPL inh,PAD4 inh,GSTO1 counter,PAFAH2 inh,EBNA-1 inh
COc1ccc(N(CC(=O)Nc2cccc([N+](=O)[O-])c2C)S(C)(=O)=O)cc1OC,-4,-2,-6,8,-3,-1,-2,-1,-8
COc1ccc2nc(NC(=O)NC3CCCCC3)sc2c1,-1,-2,-10,4,7,1,-5,10,5
CC(C)Cc1cc(C(=O)N2CCCC(C(=O)c3cc(F)ccc3F)C2)n(C)n1 (stereo not drawn),1,8,-14,7,-3,0,-1,-2,-6
CCOC(=O)c1cc(C#N)c(Oc2ccccc2)nc1-c1ccccc1,-4,0,-2,-3,2,2,-6,1,9
CCOc1ccc(N2CC(NS(=O)(=O)c3cccs3)CC2=O)cc1 (stereo not drawn),0,-5,-9,-3,-3,2,1,-5,-1
COc1ccc(CNC(=O)C2CCC(=O)N(CCCN3CCCC3=O)C2)cc1 (stereo not drawn),-1,1,8,9,14,1,6,-3,-4
OC(COc1ccc2ccccc2c1)Cn1ccnc1 (stereo not drawn),-4,-5,13,2,-15,-4,6,7,15
O=C(Nc1ccc(Cl)cc1)[C@@H]1[C@@H]2C(=O)N(c3ccc(Cl)cc3Cl)C(=O)[C@@H]2[C@H]2C=CC=NN21,-8,-8,-2,/,10,-8,-10,/,-2
